ERp5 block: blocks human ERp5 reductase activity on insulin; AID 651711; ERp5 insulin aggregation, absorbance 650 nm, 90 min; Q15084; hit rate 0.05% among 350,000; inhibition, % at 9.99 µM;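 active means mean replicate inhibition above about 25%, with every replicate also reaching it, limit read from the data, passing the limit was not always enough; inconclusive means only one of those two criteria met; inactive means neither criterion met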
Target sequence (Q15084 whole entry, looked up): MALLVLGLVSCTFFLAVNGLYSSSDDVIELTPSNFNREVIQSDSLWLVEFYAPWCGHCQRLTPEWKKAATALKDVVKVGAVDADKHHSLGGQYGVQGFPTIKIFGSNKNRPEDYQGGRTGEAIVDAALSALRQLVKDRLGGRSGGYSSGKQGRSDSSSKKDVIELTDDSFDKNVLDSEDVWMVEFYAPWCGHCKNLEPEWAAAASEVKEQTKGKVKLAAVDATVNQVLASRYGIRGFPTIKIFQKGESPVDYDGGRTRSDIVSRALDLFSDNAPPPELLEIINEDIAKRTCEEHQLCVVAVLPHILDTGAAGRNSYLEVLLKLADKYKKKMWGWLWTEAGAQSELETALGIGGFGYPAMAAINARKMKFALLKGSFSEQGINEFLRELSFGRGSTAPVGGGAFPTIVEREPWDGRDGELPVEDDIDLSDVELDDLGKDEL
S100A4 inh HTS: S100A4-myosin IIA interaction inhibition; P26447; hit rate 0.14% among 360,000; S100A4/TAMRA-MyoIIA peptide fluorescence polarization; inhibition, % at 10.7 µM;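 active means mean inhibition of at least 70% across replicates, with every replicate also reaching that level; inconclusive means mean inhibition reaches 70% but some replicates fall short; inactive means mean inhibition below 70%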
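Material: S100A4 monomer (human). Medium: Calcium-containing HEPES buffer, pH 7.2. Probe or stimulus: labelled myosin peptide probe, 5 nM. Compound dosing: one concentration per compound. Timing: polarization read 5 min after assay mix addition, stable 5–60 min. Benchmarks: DMSO as neutral control, TFP as positive control.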
E-selectin induc: induces E-selectin expression in human endothelial cells; P16581; HUVEC E-selectin immunofluorescence imaging; normalized: neutral wells 0, TNF-alpha wells 100; activation, % at 7.58 µM; hit rate 0.37% among 260,000; AID 686992;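 active means mean E-selectin-positive cell signal at least 10% of the positive control, reached in at least 60% of replicates, without over 20% cell loss; inconclusive means no rule given, readout overlaps actives, possibly toxicity-flagged; inactive means the rest, including those meeting only one limit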;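 further: in these data hits start at about 27%; measured in HUVEC primary endothelial cells; signal is the percent of cells scored E-selectin positive by PE staining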
Target sequence (P16581 whole entry, looked up): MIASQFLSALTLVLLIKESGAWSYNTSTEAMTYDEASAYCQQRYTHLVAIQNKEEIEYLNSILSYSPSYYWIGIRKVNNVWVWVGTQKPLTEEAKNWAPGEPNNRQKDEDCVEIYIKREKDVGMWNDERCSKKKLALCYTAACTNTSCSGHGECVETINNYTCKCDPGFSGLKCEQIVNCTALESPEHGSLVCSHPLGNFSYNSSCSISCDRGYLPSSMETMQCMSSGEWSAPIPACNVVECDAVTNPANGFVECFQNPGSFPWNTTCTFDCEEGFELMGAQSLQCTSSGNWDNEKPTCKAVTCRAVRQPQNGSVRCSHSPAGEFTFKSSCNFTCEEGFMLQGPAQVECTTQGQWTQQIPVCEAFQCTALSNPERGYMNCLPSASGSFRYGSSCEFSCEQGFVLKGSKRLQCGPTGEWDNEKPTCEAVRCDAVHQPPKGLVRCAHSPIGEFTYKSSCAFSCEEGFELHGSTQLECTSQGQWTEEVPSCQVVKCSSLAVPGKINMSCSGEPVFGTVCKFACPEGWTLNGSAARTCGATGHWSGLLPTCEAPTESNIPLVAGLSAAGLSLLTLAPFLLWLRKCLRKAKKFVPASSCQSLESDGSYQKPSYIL
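Test system: HUVEC; input: 3,000 HUVEC/well; measured by: immunofluorescence imaging; read-out: % PE-positive cells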
DENV2 CPE: inhibitors of DENV2 cytopathic effect. DENV2-infected cells, cytopathic effect rescue, plate reader. AID 651640. hit rate 1.7% among 350,000. CPE inhibition, % at 9.99 µM; in the data active means CPE inhibition above about 20%, passing the limit was not always enough; inconclusive means no clear call, values can overlap the other calls; tested in BHK-21 cells;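 further: 0% = median of neutral control wells and 100% = median of positive control wells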
PglD DTNB: PglD (C. jejuni) enzyme inhibition; purified PglD enzyme, DTNB colorimetric CoA detection; hit rate 0.098% among 360,000; AID 602405; inhibition, % at 12.5 µM; in the data active means inhibition above about 16%, passing the limit was not always enough; inconclusive means no clear call, values can overlap the other calls; further: strong numbers were not always called active
C2C12 statin: suppressors of simvastatin-induced myotoxicity in C2C12 myotubes | ATP luminescence, 48 h; scaled: DMSO 0, geranylgeraniol control 100 | rescue of ATP level, % at 7.49 µM | hit rate 0.78% among 330,000 | AID 602340;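 active means mean ATP rescue above about 67%, or every replicate alone reaching that limit, limit read from the data, passing the limit was not always enough; inconclusive means no clear call, values can overlap the other calls; inactive means mean under the limit and some replicate under it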;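 further: myotubes were challenged with 10 µM simvastatin during compound exposure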
SIRT5 inh: inhibitors of human sirtuin-5 desuccinylase | Purified SirT5, succinyl-peptide AMC, trypsin-coupled fluorescence | inhibition, % at 15 µM | hit rate 1.1% among 330,000; in the data active means inhibition above about 15%; inconclusive means no clear call, values can overlap the other calls
* = called active by the depositor; ? = inconclusive; . = not tested or not shown; & = joins results of further samples.

structure | C2C12 statin | PglD DTNB | E-selectin induc | SIRT5 inh | DENV2 CPE | S100A4 inh HTS | ERp5 block
C[C@H](CO)N1C[C@H](C)[C@H](CN(C)C(=O)NC2CCCCC2)Oc2ncc(-c3ccccc3)cc2C1=O | 4 | -2 | -0.1 | -3 | -1 | -43 | 3
CC12CCCC(=O)C1CCC(=Cc1ccco1)C2=O (stereo not given) | 6 | -1 | 0.2 | . | -3 | -7 | 7
O=C(C[C@H]1CC[C@@H](NC(=O)C2CCC2)[C@@H](CO)O1)NC1CCC1 | 0 | 1 | -0.6 | -1 | -3 | -1 | -10
O=C(CSCc1ccccc1)NCCCN1CCOCC1 | . | -5 | . | -1 | -3 | -6 | 1
O=C(O)Cc1ccc(O)c(F)c1 | 1 | 5 | 0.0 | 0 | -3 | -1&11 | 4
O=C(/C=C/c1cccc(Cl)c1)NCCc1ccccc1 | 9 | -4 | 0.2 | . | . | . | .
COC(=O)c1c(NC(=O)C(=O)N2CCOCC2)sc2c1CCCC2 | -2 | . | 4.8 | -1 | 0 | 4 | 4
COc1ccccc1NC(=O)c1sc2ncn(Cc3ccccc3C)c(=O)c2c1C | -56 | . | . | -6 | . | 26 | 15
COc1ccc(N2CC(C(=O)Nc3nnc(SCc4ccccn4)s3)CC2=O)cc1 (stereo not given) | . | -1 | -2.6 | -2 | 10 | 4 | 7
CC(=O)Nc1nc(C)c(Oc2ccc(Cl)cc2)c(=O)[nH]1 | 0 | -8 | 0.0 | 1 | 1 | -5 | -2
Cc1c(C(=O)OC(C)C)sc(N)c1C(=O)OC(C)C | . | . | . | 2 | 48* | 0 | 2
Cc1nn(CCCC(=O)NCCc2ccccc2)c(=O)c2nccn12 | -1 | 1 | -0.1 | -1 | 3 | 2 | -2
O=C1c2ccccc2[C@@H]2C[C@@H](O)[C@H](Nc3ccccc3Cl)CCN12 | 7 | 0 | 0.2 | . | 13 | 3 | -4
O=C1CC(Sc2cccs2)C(=O)N1c1ccccc1 (stereo not given) | 10 | . | . | -3 | 1 | 0 | .
Cc1cc(N)n(-c2nc3ccccc3s2)n1 | . | . | . | -3 | . | -7 | 2
Cc1ccc2c(c1)/C(=C/c1ccccc1C)C(=O)N2 | -2 | 0 | 0.4 | 1 | -1 | 1 | 0
C[C@H](CO)N1C[C@H](C)[C@H](CN(C)C(=O)NC2CCCCC2)OCCCC[C@H](C)Oc2ccc(NC(=O)Nc3cccc4ccccc34)cc2C1=O | 137* | -2 | 0.0 | 11 | -4 | -17 | -1
COCC(=O)N1C[C@H]2[C@@H](c3ccccc31)[C@H](CO)N2Cc1ccccc1F | 8 | -1 | -0.4 | -2 | 9 | 0 | -2
COc1ccc(C2(C)C(C#N)C(=O)NC(=O)C2C#N)cc1 (stereo not given) | 3 | -3 | -0.2 | -2 | 1 | -2 | 4
COc1ccccc1S(=O)(=O)N[C@H]1CC[C@H](CCNC(=O)C2CCCCC2)O[C@H]1CO | -8 | 11 | 0.2 | -2 | 8 | -4 | 0
C[C@H](O)C#Cc1cnc2c(c1)C(=O)N([C@H](C)CO)C[C@@H](C)[C@H](CN(C)C(=O)Nc1ccc(C(F)(F)F)cc1)O2 | 9&-3 | -2&-5 | -0.1 | -3&1 | 1&-1 | -31&-1 | 5&-4
COc1ccc(NC(=O)CC23CC4CC(C2)CC(n2nnc(C)n2)(C4)C3)cc1 | 3 | . | . | -2 | 0 | 2 | 4
O=S(=O)([N-]c1nc2ccccc2nc1-n1cc[n+](Cc2ccccc2)c1)c1ccc(Br)cc1 | . | 8 | -0.2 | -3 | 12 | -3 | 1
COc1ccc(CCN2C(=O)COc3ccccc3C2C(=O)NC(C)(C)C)cc1OC (stereo not given) | . | . | . | . | -1 | -6 | -2
c1ccc(-c2ccncc2)nc1 | 0 | -6 | -0.1 | . | 79* | -3 | 2
COc1ccc(CC(=O)OCC(=O)c2ccc(S(=O)(=O)N3CCCCC3)cc2)cc1 | -8 | -3 | . | 0 | 5 | 3 | 5
Cc1cccc(C(=O)NC(NCCc2ccccc2)C(Cl)(Cl)Cl)c1 (stereo not given) | 14 | 4 | 4.8 | . | . | . | .
C=CCOC(=O)[C@H]1[C@@H]2C(=O)O[C@@H](c3ccccc3)[C@@H](c3ccccc3)N2[C@@H](c2ccc(OCCOC(=O)[C@H]3C[C@H]4C(=O)N[C@@H](CC(C)C)C(=O)N4[C@H]3c3cccc(OCCO)c3)cc2)[C@]12C(=O)Nc1ccccc12 | . | . | . | 15 | -5 | 0 | -8
Cc1ccc(C)c(NC(=O)CN(C)C(=O)c2ccc(-n3cncn3)c([N+](=O)[O-])c2)c1 | . | . | 2.3 | 0 | 2 | -2 | -3
C[C@@H]1CN([C@@H](C)CO)C(=O)c2cc(NC(=O)CCN3CCOCC3)ccc2O[C@@H]1CN(C)Cc1ccc(C(F)(F)F)cc1 | 5 | 4 | -5.7 | -1 | -7 | -8 | -1
N#CC(c1ccccc1O)N1N=C(c2ccccc2)CC1c1ccccc1 (stereo not given) | 11 | 5 | 0.3 | -4 | 1 | -7 | -4
COc1cccc(/C=C/C(=O)Nc2cc(S(=O)(=O)N3CCOCC3)ccc2OC)c1 | -11 | 2 | . | -2 | -2 | -5 | -12
Cc1nc(C(=O)N2CCCC(C(=O)c3cccc(OC(C)C)c3)C2)cs1 (stereo not given) | . | 5 | -0.1 | -2 | -2 | -2 | -2
CC(NCC(=O)Nc1cc(S(=O)(=O)N2CCCCCC2)ccc1Cl)c1ccccc1 (stereo not given) | 1 | 5 | 0.6 | -1 | 2 | 0 | 2
CC(=O)Nc1cc(C)nn1-c1nc(C)cc(C)n1 | . | . | -0.2 | 1 | 16 | -7 | 6
C[C@@H]1CCCCO[C@H](CN(C)C(=O)c2ccncc2)[C@H](C)CN([C@@H](C)CO)C(=O)c2cc(N(C)C)ccc2O1 | -137 | -4 | . | 0 | 5 | -36 | 4
CC1(C)CC(=O)C(C=Nc2ccc(O)cc2)=C(O)C1 | 2 | -6 | . | 4 | ? | 0 | -2
CCOC(=O)c1sc2nc(CSc3ccccc3)nc(N3CCC(C(N)=O)CC3)c2c1C | . | . | 0.7 | -1 | 7 | 1 | -1
Cc1cc(C)cc(NC(=S)N2CCC(C(=O)c3ccc(F)cc3)CC2)c1 | 12 | 4 | . | -2 | 2 | -1 | 0
CCC(CC)C(=O)Nc1cccc(C(=O)Nc2ccc3c(c2)OCO3)c1 | 1 | 7 | . | -1 | -1 | 0 | 5
O=C(CC1NCCNC1=O)Nc1cccc([N+](=O)[O-])c1 (stereo not given) | 1 | . | 1.7 | 2 | 17 | -14 | -2
COc1ccc(NS(=O)(=O)c2c(F)cccc2F)cc1S(=O)(=O)N1CCOCC1 | 4 | -2 | . | 2 | 2 | -6 | 0
CNS(=O)(=O)c1ccc(C(=O)NCC(=O)NCCc2ccc3c(c2)OCCO3)cc1 | 2 | 2 | 7.1 | 0 | -4 | -2 | 5
CNC(=O)C[C@@H]1CC[C@H]2[C@@H](COc3ccc(NC(=O)c4ccc(C(F)(F)F)cc4)cc3C(=O)N2C)O1 | -7 | 0 | 0.2 | . | -2 | . | .
CN1CCC(N(C)C(=O)c2ccc(Cl)c(S(=O)(=O)N3CCCCC3)c2)CC1 | 3 | -5 | . | -2 | 8 | -6 | 1
COc1cccc(NC(=O)CN(C)C(=O)C2CCN(C(=O)c3ccccc3C)CC2)c1 | -1 | 1 | 3.0 | -6 | -13 | -2 | 2
C=CCn1c(SCC(=O)NCc2ccco2)nc2ccccc2c1=O | . | . | . | 2 | . | 0 | -4
Cc1cccc(CC(=O)N2CCOCC2)c1 | 6 | -5 | . | 0 | 5 | -11 | 2
COc1ccc(NC(=O)Nc2ccc3c(c2)C(=O)N([C@@H](C)CO)C[C@H](C)[C@H](CN(C)CC2CCCCC2)O3)cc1 | 3 | -2 | 1.5 | 3 | 7 | 3 | 4
COc1ccccc1N(CC(O)COc1ccc(C)cc1)S(=O)(=O)c1ccccc1 (stereo not given) | . | . | . | -2 | 14 | -2 | 2
COc1cccc(C2c3[nH]c4ccccc4c3CCN2Cc2cnn(C)c2)c1 (stereo not given) | . | -2 | . | 5 | -7 | -3 | 1
CN(c1ccccc1)c1ncnc2c1ncn2C | 1 | 1 | . | 3 | 89* | 8 | 17
COc1ccc(NC(=O)COC(=O)C(CC(C)C)N2C(=O)C3CC=CCC3C2=O)cc1Cl (stereo not given) | . | -7 | . | -1 | -4 | -3 | 6
COc1ccccc1-c1ccc([C@@H]2[C@@H](C#N)N(C(=O)C3CC3)[C@H]2CO)cc1 | 13 | 2 | -0.5 | 0 | 3 | -7 | 1
CC(OC(=O)c1nc(Cl)ccc1Cl)C(=O)NC1CCCCC1C (stereo not given) | -12 | -6 | 1.0 | 1 | 1 | -2 | 0
COc1ccc(Cl)cc1/C=C(\C#N)C(N)=O | 9 | -3 | . | 0 | 9 | -1 | -9
Cc1ccc(NC(=O)c2c(-c3ccccc3Cl)noc2C)nc1 | . | . | 0.0 | 1 | -3 | -7 | 4
CO[C@H]1CN(C)C(=O)c2cc(NC(C)=O)ccc2OC[C@H](C)N(Cc2ccccc2C(=O)O)C[C@@H]1C | -2 | 4 | -0.1 | -3 | 4 | 6 | -1
O=C(Nc1c(-c2ccccc2)[nH][nH]c1=O)c1cccs1 | . | . | 14 | 0 | 1 | -3 | 2
N#Cc1cccc(-c2ccc3c(c2)[C@@H]2[C@@H](CCN2Cc2cncnc2)[C@H](CO)N3)c1 | -13 | 2 | 2.1 | . | . | . | .

Shown as labelled records: part of the list above
COc1cccc(C2c3[nH]c4ccccc4c3CCN2Cc2cnn(C)c2)c1 (stereo not given)
  C2C12 statin: .
  PglD DTNB: -2
  E-selectin induc: .
  SIRT5 inh: 5
  DENV2 CPE: -7
  S100A4 inh HTS: -3
  ERp5 block: 1

CN(c1ccccc1)c1ncnc2c1ncn2C
  C2C12 statin: 1
  PglD DTNB: 1
  E-selectin induc: .
  SIRT5 inh: 3
  DENV2 CPE: 89*
  S100A4 inh HTS: 8
  ERp5 block: 17

COc1ccc(NC(=O)COC(=O)C(CC(C)C)N2C(=O)C3CC=CCC3C2=O)cc1Cl (stereo not given)
  C2C12 statin: .
  PglD DTNB: -7
  E-selectin induc: .
  SIRT5 inh: -1
  DENV2 CPE: -4
  S100A4 inh HTS: -3
  ERp5 block: 6

COc1ccccc1-c1ccc([C@@H]2[C@@H](C#N)N(C(=O)C3CC3)[C@H]2CO)cc1
  C2C12 statin: 13
  PglD DTNB: 2
  E-selectin induc: -0.5
  SIRT5 inh: 0
  DENV2 CPE: 3
  S100A4 inh HTS: -7
  ERp5 block: 1

Next part.
structure | C2C12 statin | PglD DTNB | E-selectin induc | SIRT5 inh | DENV2 CPE | S100A4 inh HTS | ERp5 block
O=C(C[C@@H]1C[C@@H]2c3cc(NC(=O)c4ccc5c(c4)OCO5)ccc3O[C@@H]2[C@H](CO)O1)NC1CCCCC1 | 6 | 4 | 0.8 | 0 | 5 | -56 | 1
CCN1C(=O)/C(=C/c2cccs2)S/C1=N\S(=O)(=O)c1ccc(C)cc1 | . | 0 | . | . | 4 | 7 | 2
CC(Cc1ccccn1)NC(=O)c1ccc(OC2CCN(CCc3ccccc3)CC2)cc1 (stereo not given) | . | -1 | -0.1 | -2 | -4 | 0 | 3
O=C(O)c1ccccc1C(=O)NC1Cc2ccccc2C1 | . | . | . | -2 | -4 | -6 | .
Cc1cc(C(=O)Nc2cccc3c2O[C@H](CN(C)S(=O)(=O)c2c(C)noc2C)[C@H](C)CN([C@@H](C)CO)C3=O)n(C)n1 | -19 | 5 | -0.1 | -1 | -5 | 4 | -2

With a hit mark in DENV2 CPE (from the list above):
canonical_smiles	PglD DTNB	SIRT5 inh	DENV2 CPE	S100A4 inh HTS	ERp5 block
Cc1c(C(=O)OC(C)C)sc(N)c1C(=O)OC(C)C	.	2	48*	0	2
c1ccc(-c2ccncc2)nc1	-6	.	79*	-3	2
CN(c1ccccc1)c1ncnc2c1ncn2C	1	3	89*	8	17

High-throughput results deposited in PubChem BioAssay by Broad Institute.

These rows are one share of the data, so the mix of outcomes need not match the whole.
